Screens deposited in PubChem BioAssay by several laboratories.
NOD2 inhibition: NOD2 signaling inhibitors, cell-based, luminescence, uHTS, HEK293 (AID 1566). HEK293 NOD2/NF-kB luciferase reporter, luminescence; higher % means a stronger effect. inhibition, % at 4 µM, or EC50 in µM where a hit was titrated. 290,000 compounds, 0.63% hits; also: many of its hits are not listed in these tables
AID2073: inhibitors of Mint1-CaV2.2 protein interaction, biochemical, HTRF (AID 2073) | HTRF protein-protein interaction, Mint1-CaV2.2; higher % means a stronger effect | inhibition, % at 20 µM, or IC50 in µM where a hit was titrated | 290,000 compounds, 0.19% hits; in the data active = inhibition mostly above about 51%, no sharp cut-off; also: some results filed as inactive read as strong as hits
KOR beta-arrestin-1: kappa opioid receptor activators – cell-based, luminescence, uHTS, primary screen (AID 1777) | KOR beta-arrestin recruitment, luminescence; higher % means a stronger effect | one-dose activation, % at 10 µM; EC50 in µM for titrated hits | 280,000 compounds, 0.02% hits; in the data active = activation above about 50%, passing the limit was not always enough; also: a part of the inactive calls stands beside numbers as strong as those of hits
M1AAP inhibition: malaria alanyl aminopeptidase activity blockers – biochemical, fluorogenic H-Leu-NHMec substrate, 1536-well (AID 1445). recombinant M1AAP, H-Leu-NHMec fluorogenic kinetic assay; higher % means a stronger effect. inhibition, % at 30 µM; hits with a dose series show IC50 in µM. 220,000 compounds, 0.42% hits;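 active = primary inhibition above the hit cutoff, then over 50% inhibition at one or more dose response concentrations, cut at about 23% in these data, passing the limit was not always enough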;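 also: plate controls were DMSO full reaction for no effect and no enzyme background for full effect; strong numbers were not always called active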
M17LAP inhibition: P. falciparum M17LAP inhibitors, primary screen, biochemical, fluorogenic H-Leu-NHMec substrate, 1536-well (AID 1619). recombinant M17LAP, H-Leu-NHMec fluorogenic kinetic assay; higher % means a stronger effect. one-dose inhibition, % at 30 µM; IC50 in µM for titrated hits. 220,000 compounds, 0.38% hits;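 active = compound inhibiting the enzyme by more than half at any dose during confirmatory dose-response retesting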;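 also: plate controls were full reaction with DMSO carrier for no effect and no enzyme background for full effect; strong numbers were not always called active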
KOR beta-arrestin-2: KOR antagonists, beta-arrestin recruitment, cell-based, luminescence, uHTS (AID 1778) | KOR beta-arrestin recruitment, luminescence, antagonist mode; higher % means a stronger effect | inhibition, % at 10 µM, or IC50 in µM where a hit was titrated | 290,000 compounds, 0.091% hits; also: strong numbers were not always called active
NOD1 inhibition: NOD1 signaling inhibitors, primary screen, cell-based, luminescence, uHTS (AID 1578). NOD1-driven NF-kB luciferase reporter cells, luminescence; higher % means a stronger effect. inhibition, % at 4 µM; hits with a dose series show EC50 in µM. 290,000 compounds, 1% hits; in the data active = inhibition mostly above about 36%, no sharp cut-off; inactive = mostly below about 34%;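 also: HEK-293T reporter cells stimulated with the NOD1 agonist gamma-tri-DAP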
GPR55 activation: selective activators of receptor GPR55 – imaging, U2OS cells, beta-arrestin-GFP redistribution, primary screen (AID 1961). U2OS GPR55 beta-arrestin-GFP redistribution imaging; higher % means a stronger effect. activation, % at 10 µM; hits with a dose series show EC50 in µM. 290,000 compounds, 0.048% hits;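 active = activation above 40% with more than 50 cells counted in the well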;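 also: U2OS osteosarcoma cells stably expressing GPR55 and beta-arrestin-GFP; plate controls were DMSO negative control for no effect and LPI positive control for full effect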
Dynein transport: dynein cargo transport inhibition; 3617.4 mouse cells, GR-EGFP nuclear translocation imaging; test concentration mostly 20 µM; stimulated with dexamethasone, 1 µM; stronger effect = lower value; 220,000 compounds, 0.47% hits; z-score, hits read low;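 active = plate z-score of nuclear minus cytoplasmic receptor signal below a set negative limit, without overly bright fluorescence or cell loss, cut at about -3.5 in these data, passing the limit was not always enough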;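 also: z-score of nuclear minus cytoplasmic ring GR-EGFP intensity difference per well; some compounds called inactive have numbers as strong as hits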
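Also added – dexamethasone, 1.0 µM final · Buffer or medium – tet-free, stripped-serum medium · Schedule – induction 48 h, compound 1 h, agonist 30 min · Detection – formaldehyde fixation, Hoechst nuclear stain, 10x automated fluorescence imaging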
Dynein transport cytoplasmic EGFP: further read-out of Dynein transport, marked with its call; z-score; measured here: cytoplasmic GR-EGFP intensity; stronger effect = higher value
Dynein transport nuclear GR-EGFP: also measured in Dynein transport; calls as there; z-score; measured here: nuclear GR-EGFP intensity;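 lower value marks the stronger effect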
Dynein transport cell count: also measured in Dynein transport; calls as there; z-score; measured here: cell count per field
* hit, by the source's call; . = no result given; & = joins results of further samples; [ ] = another dose, or the depositor's remark. Rule as the data show it, unless noted: active = inhibition above about 50%; inactive = the rest. Some of the compounds tested. The share of hits here may be higher or lower than overall.

Below each compound – NOD2 inhibition	AID2073	KOR beta-arrestin-1	M1AAP inhibition	M17LAP inhibition	KOR beta-arrestin-2	NOD1 inhibition	GPR55 activation	Dynein transport	Dynein transport cytoplasmic EGFP	Dynein transport nuclear GR-EGFP	Dynein transport cell count
- Cc1nn(CC(=O)NCc2cc3ccccc3[nH]2)c(C)c1[N+](=O)[O-]
→ 4%	-5%	-0.3%	2%	8%	5%	1%	-0.2%	0.21	-0.28	0.2	0.044
- CN(C)S(=O)(=O)N1CCN(CC(=O)Nc2ccc(Br)cc2)CC1
→ 17%	7%	-0.6%	.	.	-16%[20 µM]	21%	-0.1%	.	.	.	.
- COc1ccc([N+](=O)[O-])cc1NC(=O)C(C)OC(=O)c1ccccn1 (stereo not drawn)
→ 8%	13%	-2.4%	4%	6%	5%	-20%	0.3%	-0.95	-0.28	-0.11	1.2
- O=C(Nc1ccc(N2CCOCC2)cc1)C1CC(=O)N(c2ccc(F)cc2)C1 (stereo not drawn)
→ 11%	5%	.	3%	-1%	-11%[20 µM]	-36%	-0.1%	-1	0.56	-0.53	0.29
- COc1cc2c(cc1OC)C(COc1ccc([N+](=O)[O-])cc1)N(C(C)=O)CC2 (stereo not drawn)
→ 61%*	4%	1.3%	.	.	-28%	8%	0.0%	.	.	.	.
- CCOC(=O)N1CCN(C(=O)CSc2nnc(-c3cc(OC)ccc3OC)o2)CC1
→ 15%	-4%	-2.9%	1%	6%	-17%	-22%	-0.5%	-0.1	-0.14	0.52	-0.44
- O=C(N/N=C/c1ccc([N+](=O)[O-])cc1)C(=O)N1CCCC1
→ 8%	8%	.	8%	0%	14%[20 µM]	-9%	0.2%	-0.43	-0.28	-0.05	0.34
- Cc1ccccc1N1CCN(c2ncnc3c2cnn3Cc2ccc(Cl)cc2)CC1
→ -22%	15%	2.9%	-14%	-12%	-8%	.	-0.1%	-1.3	-0.26	-0.46	-0.17
- CCc1nnc(NC(=O)c2nc(S(=O)(=O)Cc3ccccc3)ncc2Cl)s1
→ 5%	-6%	25%	.	.	-18%	-18%	-0.2%	.	.	.	.
- O=C(Nc1cccc2c1[nH]c1ccccc12)C(F)(F)F
→ 4%	5%	-2.0%	13%	-11%	-23%	-7%	0.0%	-0.84	-0.21	-0.22	0.058
- O=C(NCc1ccco1)c1cc(=O)c2ccccc2o1
→ 7%	-5%	-1.3%	7%	-2%	-37%	17%	0.3%	0.17	-0.19	0.15	-0.14
- C=CCC1(CC=C)CCCN1C(=O)CC1C(=O)NCCN1Cc1cc(OC)cc(OC)c1 (stereo not drawn)
→ 8%	1%	-2.8%	5%	3%	5%	-33%	0.0%	-0.22	-0.26	-0.31	0.53
- Cc1ccc2nc(-c3ccc(NC(=S)NC(=O)C(C)C)cc3)sc2c1
→ -130%	14%	1.1%	6%	-2%	0%	-66%	-0.2%	0.56	-0.21	0.55	0.5
- Oc1cccc(Nc2nc(NCC3CCCO3)c3ccccc3n2)c1 (stereo not drawn)
→ -5%	-6%	-1.4%	6%	9%	44%	22%	1.2%	-0.29	0.38	0.28	0.27
- O=C(Cn1c(=O)sc2ccccc21)Nc1ccc(S(=O)(=O)N2CCCC2)cc1
→ 13%	0%	-1.9%	-6%	-1%	-138%	-13%	0.2%	0.63	-0.24	0.32	-1.1
- Cc1ccc(-c2cc(O)cc3sc(=O)oc23)cc1C
→ 26%	-5%	3.1%	0%	3%	5%	14%	-0.1%	-0.22	-0.23	-0.14	0.43
- CCNS(=O)(=O)c1ccc(CCC(=O)Nc2cc(Cl)ccc2Oc2ccccc2)cc1
→ -1%	3%	0.5%	10%	15%	14%	34%	0.8%	2.8	0.11	1.5	-0.59
- CCC(Oc1ccc(C)cc1)C(=O)Nc1ccc(S(=O)(=O)Nc2nccs2)cc1 (stereo not drawn)
→ -8%	10%	0.4%	.	.	-20%	-13%	-0.1%	.	.	.	.
- O=C(Nc1ccncc1)c1ccccc1[N+](=O)[O-]
→ 25%	4%	-1.5%	-2%	15%	0%	6%	-0.4%	1.9	1.7	1.7	-0.77
- O=C(CSc1nnc(-c2ccco2)n1Cc1ccccc1)NC(=O)NCc1ccccc1
→ 14%	0%	-1.3%	-3%	1%	0%	-11%	-0.3%	-0.57	-0.035	-0.2	0.75
- COC(=O)CN1C(=O)C(O)(CC(=O)c2ccc(C)cc2)c2cc(Br)ccc21 (stereo not drawn)
→ -7%	0%	2.2%	3%	-7%	-49%	-22%	-0.3%	-1.1	-0.22	-0.25	0.94
- Cn1c(=O)c2c(nc(Cc3ccc(N)cc3)n2C)n(C)c1=O
→ 1%	11%	2.1%	7%	-4%	-2%	-16%	0.4%	-0.65	-0.16	-0.34	1.2
- O=C(CSc1nc2c(c(=O)n1-c1ccc(Cl)cc1)SCC2)NCc1ccco1
→ -12%	-5%	-7.6%	18%	-11%	18%	-9%	-0.4%	-0.47	-0.089	0.0012	-0.76
- CC(=O)c1ccc(NC(=O)COC(=O)c2c3c(nc4ccccc24)/C(=C\c2cccs2)CCC3)cc1
→ 11%	16%	0.8%	5%	4%	3%	30%	0.5%	-0.14	-0.22	-0.43	0.47
- CCc1cc2c(=O)c(-c3ccc(F)cc3)c(C)oc2cc1OCC(=O)O
→ -3%	0%	-0.2%	0%	-1%	-6%	-60%	-0.1%	0.67	-0.33	0.8	-0.66
- COc1ccc(CO[C@@H]2O[C@H](CO)[C@@H](O)[C@H](O)[C@H]2NC(C)=O)cc1OC
→ 16%	2%	-2.0%	.	.	6%	-8%	0.0%	.	.	.	.
- CCOC(=O)c1cnc2ccc(F)cc2c1Nc1ccc2c(c1)OCCO2
→ 0%	1%	3.2%	9%	-5%	-51%	32%	-0.1%	2.4	-0.016	1.3	-1.4
- Clc1ccc(-n2nnnc2-c2cnc(-c3ccncc3)nc2-c2cccs2)cc1
→ -1%	5%	-0.8%	6%	-3%	20%	-43%	-0.4%	0.7	-0.16	0.66	-0.71
- CC1CCN(C(=O)CNC(=O)c2ccc(Cl)cc2Cl)CC1
→ -4%	12%	-2.7%	7%	41%	-22%	-35%	-0.1%	0.28	0.29	0.62	-0.62
- NS(=O)(=O)c1ccc(NC(=S)NC(=O)c2ccco2)cc1
→ 13%&-10%	-20%&-9%	-1.3%&1.9%	4%&5%	-5%&5%	13%&-14%	7%&0%	-0.2%&0.0%	-0.43&0.46	-0.17&-0.26	-0.27&0.32	-0.42&-0.13

Full records from above. Order of values: NOD2 inhibition | AID2073 | KOR beta-arrestin-1 | M1AAP inhibition | M17LAP inhibition | KOR beta-arrestin-2 | NOD1 inhibition | GPR55 activation | Dynein transport | Dynein transport cytoplasmic EGFP | Dynein transport nuclear GR-EGFP | Dynein transport cell count
Listed for `Clc1ccc(-n2nnnc2-c2cnc(-c3ccncc3)nc2-c2cccs2)cc1` : -1% | 5% | -0.8% | 6% | -3% | 20% | -43% | -0.4% | 0.7 | -0.16 | 0.66 | -0.71
Listed for `CCC(Oc1ccc(C)cc1)C(=O)Nc1ccc(S(=O)(=O)Nc2nccs2)cc1` (stereo not drawn) : -8% | 10% | 0.4% | . | . | -20% | -13% | -0.1% | . | . | . | .

(further entries)
Below each compound – NOD2 inhibition	AID2073	KOR beta-arrestin-1	M1AAP inhibition	M17LAP inhibition	KOR beta-arrestin-2	NOD1 inhibition	GPR55 activation	Dynein transport	Dynein transport cytoplasmic EGFP	Dynein transport nuclear GR-EGFP	Dynein transport cell count
- Cc1cc(-c2nsc(=O)o2)c(S(C)(=O)=O)s1
→ 7%	-2%	1.2%	4%	-4%	35%	-35%	-0.1%	-0.7	-0.015	0.47	-0.012
- CCOC(=O)C1CCCN(C(=O)c2sc3nc(-c4ccc(F)cc4)cn3c2C)C1 (stereo not drawn)
→ 23%	-3%	-2.0%	6%	3%	-24%	21%	0.3%	-0.23	-0.2	0.32	-0.63
- CCc1cccc(Nc2cc(C)nc3nc(C)nn23)c1
→ 14%	9%	2.6%	-2%	6%	20%	-45%	-0.1%	0.41	-0.21	0.55	0.42
- O=C(NN1CCCCC1)c1ccc(COc2ccc(Cl)cc2)cc1
→ 0%	12%	1.4%	0%	-5%	-5%	-11%	-0.8%	-0.21	-0.28	0.048	0.34
- CCOC(=O)C1CCN(C(=O)CN(c2cccc(OC)c2)S(=O)(=O)c2ccccc2)CC1
→ 11%	-1%	-4.4%	11%	0%	-14%	-7%	-0.2%	0.68	-0.2	0.29	-0.0029
- CCn1nc(C)c(C(=O)Nc2cc(Oc3ccc(Cl)cc3)cc([N+](=O)[O-])c2)c1C
→ 8%	12%	-1.1%	-8%	-11%	-18%	23%	-0.1%	-0.057	-0.14	0.35	0.042

In the list so far, 8 have a Cl atom.
Below each compound – NOD2 inhibition	AID2073	KOR beta-arrestin-1	M1AAP inhibition	M17LAP inhibition	KOR beta-arrestin-2	NOD1 inhibition	GPR55 activation	Dynein transport	Dynein transport cytoplasmic EGFP	Dynein transport nuclear GR-EGFP	Dynein transport cell count
- Cc1ccccc1N1CCN(c2ncnc3c2cnn3Cc2ccc(Cl)cc2)CC1
→ -22%	15%	2.9%	-14%	-12%	-8%	.	-0.1%	-1.3	-0.26	-0.46	-0.17
- CCc1nnc(NC(=O)c2nc(S(=O)(=O)Cc3ccccc3)ncc2Cl)s1
→ 5%	-6%	25%	.	.	-18%	-18%	-0.2%	.	.	.	.
- CCNS(=O)(=O)c1ccc(CCC(=O)Nc2cc(Cl)ccc2Oc2ccccc2)cc1
→ -1%	3%	0.5%	10%	15%	14%	34%	0.8%	2.8	0.11	1.5	-0.59
- O=C(CSc1nc2c(c(=O)n1-c1ccc(Cl)cc1)SCC2)NCc1ccco1
→ -12%	-5%	-7.6%	18%	-11%	18%	-9%	-0.4%	-0.47	-0.089	0.0012	-0.76
- Clc1ccc(-n2nnnc2-c2cnc(-c3ccncc3)nc2-c2cccs2)cc1
→ -1%	5%	-0.8%	6%	-3%	20%	-43%	-0.4%	0.7	-0.16	0.66	-0.71
- CC1CCN(C(=O)CNC(=O)c2ccc(Cl)cc2Cl)CC1
→ -4%	12%	-2.7%	7%	41%	-22%	-35%	-0.1%	0.28	0.29	0.62	-0.62
- O=C(NN1CCCCC1)c1ccc(COc2ccc(Cl)cc2)cc1
→ 0%	12%	1.4%	0%	-5%	-5%	-11%	-0.8%	-0.21	-0.28	0.048	0.34
- CCn1nc(C)c(C(=O)Nc2cc(Oc3ccc(Cl)cc3)cc([N+](=O)[O-])c2)c1C
→ 8%	12%	-1.1%	-8%	-11%	-18%	23%	-0.1%	-0.057	-0.14	0.35	0.042
